TRPC4 agonist – opens the mouse TRPC4 cation channel. Q9QUQ5. HEK293 TRPC4beta/mu-opioid, Fluo4 calcium fluorescence; stronger effect = higher value. B-score at 10 µM. hit rate 0.49% among 310,000. AID 2237;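 active = B-score above 5 SD of library B-scores, and initial fluorescence ratio not above library mean plus 5 SD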;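 also: positive B-score marks a calcium rise read as TRPC4 activation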
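Assay system: HEK293 stable line with TRPC4beta plus mu-opioid receptor; schedule: 45 min room-temperature Fluo4 loading, 110 s read; technique: kinetic Fluo4 calcium fluorescence; evaluation: integrated baseline-normalised fluorescence ratio, converted to per-well B score; controls: buffer (low) and maximal DAMGO (high)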
ANO1 block – inhibitors of mouse TMEM16A calcium-activated chloride channel; Q8BHY3; HEK293 TMEM16A/YFP iodide influx fluorescence, ionomycin; normalized B-score (activity score, 25-100; higher = stronger inhibition) at 10 µM; hit rate 1.2% among 310,000;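 active = ratio plate-corrected score three or more library SD toward inhibition, starting fluorescence score within five deviations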;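 also: score derived from kinetic fluorescence span divided by baseline fluorescence per well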
MrgX1 ag – human MrgX1 receptor agonism, primary screen | Q96LB2 | MrgX1-HEK293 cells, Fluo-4 calcium fluorescence, agonist mode; stronger effect = higher value | B-score at 10 µM | hit rate 0.44% among 310,000 | AID 588627;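 active = calcium response B-score plate-corrected fluorescence ratio at least 3 library SD, with starting fluorescence B-score inside 5 SD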
Target sequence (Q96LB2 whole entry, looked up): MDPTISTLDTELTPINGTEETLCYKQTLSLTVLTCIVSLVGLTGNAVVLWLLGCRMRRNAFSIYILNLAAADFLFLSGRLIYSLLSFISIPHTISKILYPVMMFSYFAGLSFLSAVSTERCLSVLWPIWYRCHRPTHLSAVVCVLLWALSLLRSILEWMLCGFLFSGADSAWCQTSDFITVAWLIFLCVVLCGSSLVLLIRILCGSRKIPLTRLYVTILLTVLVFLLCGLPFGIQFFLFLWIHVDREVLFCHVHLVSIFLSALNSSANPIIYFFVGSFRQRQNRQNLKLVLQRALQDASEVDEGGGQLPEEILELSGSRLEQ
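Material: MrgX1-expressing HEK293 cells / Dosing: compound as first of three additions / Incubation: overnight seeding, then 1 h dark dye loading / Signal: Fluo-4 NW calcium fluorescence / Evaluation: B-scored fluorescence response ratio / Benchmarks: positive and negative control wells on each plate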
TRPC4 PAM – TRPC4 (mouse) allosteric potentiation; Q9QUQ5; HEK293 TRPC4beta/mu-opioid, DAMGO EC20, Fluo-4 Ca2+ flux; stronger effect = higher value; B-score at 10 µM; hit rate 0.42% among 310,000;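 active = B-score of calcium response area above 5 SD of library B-scores, with initial fluorescence ratio within 5 SD of library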;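 also: B-score of integrated fluorescence ratio over time as area under calcium response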
MrgX1 PAM – allosterically activates human MrgX1 receptor signaling | Q96LB2 | MrgX1-HEK293, Fluo-4 calcium flux, FDSS; stronger effect = higher value | B-score at 10 µM | hit rate 0.63% among 310,000 | AID 588675;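 active = plate-corrected calcium response at least 3 library SD above typical, normal starting fluorescence, not activating the receptor alone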;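 also: compound read alongside a low EC10 to EC30 dose of BAM8-22 agonist; peak minus trough fluorescence over baseline measured at the second addition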
TRPC4 inh – inhibitors of mouse TRPC4 channel | Q9QUQ5 | HEK293 TRPC4beta/mu-opioid, DAMGO-evoked Fluo4 calcium flux; stronger effect = lower value | B-score at 10 µM | hit rate 0.39% among 300,000 | AID 2247;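 active = B-score over 3 SD under the library average, no early fluorescence shift, positive overall ratio signal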
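Assay system: HEK293 cells with stable TRPC4beta plus mu-opioid receptor expression. Dosing: single dose. Measured by: Fluo4 Ca2+ flux fluorescence. Also added: DAMGO in two steps, submaximal then maximal. Read-out: B score from integrated Fluo4 fluorescence ratio.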
TRPC6 activator – activators of mouse TRPC6 channel; HEK293-TRPC6 membrane potential dye fluorescence; stronger effect = higher value; hit rate 0.13% among 310,000; B-score at 10 µM; Q61143;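 active = B-score of the integrated fluorescence ratio above library mean plus 3 SD, and starting fluorescence ratio within library mean plus 5 SD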;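 also: higher score means more depolarization so channel activation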
TMEM16A act – activates or potentiates the mouse TMEM16A chloride channel | HEK293 TMEM16A/YFP-H148Q/I152L, iodide quench fluorescence; stronger effect = lower value | hit rate 0.3% among 340,000 | Q8BHY3 | B-score at 10 µM | AID 623877;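 active = fluorescence-ratio B-score plate-corrected deviation score at least 3 library SD below zero, with starting fluorescence score within 5 deviations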;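 also: channel opened by trigger with iodide after compound preincubation; score built on the fluorescence ratio of max minus min over baseline; more negative score means more quench and so TMEM16A activation or potentiation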
RGS4 block – inhibitors of human RGS4. P49798. HEK293 M3R/RGS4 inducible, Fluo-4 calcium flux; stronger effect = higher value; triggered by carbachol at its EC20. B-score at 10 µM. hit rate 0.45% among 310,000. AID 463165;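 active = B-score, a plate-corrected calcium signal, over three deviations above library mean, with baseline fluorescence within five deviations of library mean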;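 also: RGS4 expression induced by doxycycline in cells with stable M3 receptor; B-score is computed from the integrated fluorescence ratio over baseline after carbachol; higher B-score means a larger calcium signal and so more RGS4 inhibition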
Target sequence (P49798 whole entry, looked up): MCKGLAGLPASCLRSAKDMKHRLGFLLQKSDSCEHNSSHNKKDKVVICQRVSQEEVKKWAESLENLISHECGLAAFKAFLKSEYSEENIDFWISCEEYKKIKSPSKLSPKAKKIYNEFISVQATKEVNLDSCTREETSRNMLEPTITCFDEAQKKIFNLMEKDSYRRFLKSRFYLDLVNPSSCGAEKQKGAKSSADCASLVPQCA
TRPC6 inhibitor – inhibitors of mouse TRPC6 channel; Q61143; HEK293-TRPC6, membrane potential dye, ACh-evoked depolarization; stronger effect = lower value; B-score at 10 µM; hit rate 1.1% among 310,000; AID 2553;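 active = B-score under library mean minus 3 SD, initial fluorescence not abnormally high, positive integrated signal ratio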;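 also: B-score derived from integrated fluorescence ratio over the kinetic read; more negative B-score means stronger inhibition of depolarization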
MrgX1 antag – antagonists of human MrgX1 receptor | Q96LB2 | AID 588676 | MRGX1-HEK293 calcium flux, Fluo-4, BAM8-22 antagonism; stronger effect = lower value | hit rate 1.3% among 310,000 | B-score at 10 µM;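 active = calcium-response B-score plate-corrected more than 3 library SD below zero, starting fluorescence within 5 deviations, no agonist response on first addition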;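 also: peak minus trough fluorescence over baseline after final BAM8-22 challenge near maximal dose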
Numbers without * were called inactive; i = inactive; · = not tested or not shown.

compound | TRPC4 agonist | ANO1 block | MrgX1 ag | TRPC4 PAM | MrgX1 PAM | TRPC4 inh | TRPC6 activator | TMEM16A act | RGS4 block | TRPC6 inhibitor | MrgX1 antag
COc1cc(OC)cc(-c2nnc(NC(=O)CCS(=O)(=O)c3ccccc3)o2)c1 | i | i | i | i | i | i | i | i | i | i | i
O=C(Cn1c(=O)c2c(ncn2C2CCCC2)n(Cc2ccccc2)c1=O)N1CCc2ccccc21 | i | i | i | i | i | i | i | i | i | i | i
N#C/C(=C(/O)CSc1ccccc1C(=O)O)c1nc2ccccc2s1 | i | i | i | i | i | i | i | i | i | i | i
CC(=O)c1c(C)nc(-c2ccccc2)n1O | i | i | i | i | i | i | i | i | i | i | i
CCCS(=O)(=O)N1CCN(Cc2ccc([N+](=O)[O-])cc2)CC1 | i | i | i | i | i | i | i | i | i | i | i
CCOc1ccc(NC(=O)CC2C(=O)N(CC)C(=S)N2NC(=O)c2ccncc2)cc1 (stereo not given) | i | i | i | i | i | i | i | i | i | i | i
COc1cccc(CNC(=O)C(C)n2nc(C)n3c(cc4occc43)c2=O)c1 (stereo not given) | i | i | i | i | i | i | i | i | i | i | i
CCC(Sc1nc2ccccc2c2nc3ccccc3n12)C(=O)NCc1ccco1 (stereo not given) | i | i | i | i | i | i | i | · | i | i | i
Cc1cccc(NC(=S)NCc2ccccc2)c1C | i | i | i | i | i | i | i | i | i | i | i
COc1ccc(C(CC(=O)N2CCOCC2)c2c(OC)cc(OC)c3c(-c4ccccc4)cc(=O)oc23)cc1 (stereo not given) | i | i | i | i | i | i | i | i | i | i | i
COC(=O)c1ccc(OCCn2cnc3ccccc3c2=O)cc1 | i | i | i | i | i | i | i | i | i | i | i
CCc1ccccc1NC(=O)NC1CCCCCCC1 | i | i | i | i | i | i | i | i | i | i | i
CN(C)c1ccc(/C=N\NC(=O)c2cccc3cc[nH]c23)cc1 | i | i | i | i | i | i | i | i | i | i | i
CCOC(=O)N1CCN(C(=O)CSCC(=O)Nc2nc(-c3ccc(-c4ccccc4)cc3)cs2)CC1 | i | 100* | i | i | i | i | i | i | i | i | -6.4*
COc1cc2c(cc1OC)-c1cc(Nc3ccc4c(c3)OCCO4)nc(=O)n1CC2 | i | i | i | i | i | i | i | i | i | i | i
CC(C)c1ccc(N2C(=O)/C(=C/N(C)C)SC2=S)cc1 | i | i | i | i | i | i | i | i | i | i | i
COc1cccc(NC(=S)N2CCN(Cc3ccccc3)CC2)c1 | i | i | i | i | i | i | i | i | i | i | i
CC(C)C(=O)Nc1ccc(NC(=O)CCc2ccccc2)cn1 | i | i | i | i | i | i | i | i | i | i | i
CCOc1ccc(NC(=O)COc2coc(CN3CCc4ccccc4C3)cc2=O)cc1 | i | i | i | i | i | i | i | i | i | i | i
CCc1nnc(SCC(=O)Nc2ccc(F)cc2)o1 | i | i | i | i | i | i | i | i | i | i | i
O=c1[nH]c(SCc2ccccc2[N+](=O)[O-])nc2nc[nH]c12 | i | i | i | i | i | i | i | i | i | i | i
COc1ccccc1CNC(=O)[C@H](C)N1C(=O)N2CCc3c([nH]c4ccccc34)[C@@]2(C)C1=O | i | i | i | i | i | i | i | i | i | i | i
c1ccc2oc(NC3=NCN(CC4CCCO4)CN3)nc2c1 (stereo not given) | i | i | i | i | i | i | i | i | i | i | i
Cc1cc(C(=O)N(C)Cc2ccc(Br)cc2)no1 | i | i | i | i | i | i | i | i | i | i | i
COc1cc(CNC2CCCCCCC2)cc(Cl)c1OCC(N)=O | i | i | i | i | i | i | i | i | i | i | i
O=C(CN1CCc2cc3c(cc2C1)OCCCO3)Nc1cccc([N+](=O)[O-])c1 | i | i | i | i | i | i | i | i | i | i | i
Cc1cc(=O)oc2c(C)c(OCC(=O)NC3CCN(Cc4ccccc4)CC3)ccc12 | i | i | i | i | i | i | i | i | i | i | i
CCCn1c(C)cc(C(=O)COc2ccc(S(=O)(=O)N(CC)CC)cc2[N+](=O)[O-])c1C | i | i | i | i | i | i | i | i | i | i | i
Cc1ccc(-c2csc(N3CCN(c4cc5c(cc4Cl)nc(C)n5CCN4CCCCC4)CC3)n2)cc1 | i | i | i | i | i | i | i | i | i | i | i
CC1CCCCC1NC(=O)COC(=O)c1ccc(N(C)C)cc1 (stereo not given) | i | i | i | i | i | i | i | i | i | i | i
CC(C)CCC(C(=O)O)C(C)CC(=O)Nc1ccn(-c2ccccc2)n1 (stereo not given) | i | i | i | i | i | i | i | i | i | i | i
O=C(N/N=C/c1ccccc1)c1ccc(N2CCCC2=O)cc1 | i | i | i | i | i | i | i | i | i | i | i
O=c1cnnc(SCCc2ccccc2)[nH]1 | i | i | i | i | i | i | i | i | i | i | i
CCCN1C(=O)/C(=C\C=C2/C=CN(CC)c3ccccc32)SC1=S | i | i | i | i | i | i | i | i | i | i | i
CCOc1ccc(CNCc2ccc(C(=O)O)cc2)cc1OC | i | i | i | i | i | i | i | i | i | i | i
Cc1ccnc(NC(=O)C2CCCN(c3ncnc4c3nc3n4CCCCC3)C2)c1 (stereo not given) | i | i | i | i | i | i | i | i | i | i | i
Cc1c(CNC(=O)c2cnn3c2NC(c2ccc(Br)cc2)CC3C(F)(F)F)cnn1C (stereo not given) | i | i | i | i | i | i | i | i | i | i | i
CC(C)C[C@@H](CO)N1CCN(CCc2ccccc2)CCC1=O | i | i | i | i | i | i | i | i | i | i | i
O=C(NCCc1ccccc1)c1ccc(NCC2CCCO2)c([N+](=O)[O-])c1 (stereo not given) | i | i | i | i | i | i | i | i | i | i | i
O=C(CSc1n[nH]c(-c2cccs2)n1)N1CCN(S(=O)(=O)c2ccc3ccccc3c2)CC1 | i | i | i | i | i | i | i | i | i | i | i
COc1ccc2cc3c(N)nn(C(=O)c4cccc([N+](=O)[O-])c4)c3nc2c1 | i | i | i | i | i | i | i | i | i | i | i
COc1ccc(N(CC(=O)NCc2ccccc2)S(C)(=O)=O)cc1 | i | i | i | i | i | i | i | i | i | i | i
Cc1cnc(NC(=O)c2ccncc2)s1 | i | i | i | i | i | i | i | i | i | i | i
Cc1ccc(-c2noc(CN3C(C)CCCC3C)n2)cc1 (stereo not given) | i | i | i | i | i | i | i | i | i | i | i
CCN1C(=O)CSC1=Nc1ccc(OC)cc1 | i | i | i | i | i | i | i | i | i | i | i
CCCn1c(=O)[nH]c(=O)c2c1nc(-c1ccccc1OC(F)F)n2CCOC | i | i | i | i | i | i | i | i | i | i | i
CC(NC(=O)COc1ncnc2cc([N+](=O)[O-])ccc12)c1ccccc1 (stereo not given) | i | i | i | i | i | i | i | i | i | i | i
C=CCNC(=O)COc1ccc(S(=O)(=O)NC2CCCCC2)cc1 | i | i | i | i | i | i | i | i | i | i | i
Cc1ccc(C(=O)NC(C)c2ccc(-n3ccnc3)cc2)cc1S(=O)(=O)N1CCOCC1 (stereo not given) | i | i | i | i | i | i | i | i | i | i | i
CCOc1ccc2ccccc2c1/C=N/NC(=O)c1c(C)cc(C)[nH]c1=O | i | i | i | i | i | i | i | i | i | i | i

Going on with the list.
compound | TRPC4 agonist | ANO1 block | MrgX1 ag | TRPC4 PAM | MrgX1 PAM | TRPC4 inh | TRPC6 activator | TMEM16A act | RGS4 block | TRPC6 inhibitor | MrgX1 antag
Fc1ccc(-c2nnc(-n3nnc4ccccc43)c3ccccc23)cc1 | i | i | i | i | i | i | i | i | i | i | i
CC1(C)Cc2ccccc2-c2nc(NN)[nH]c(=O)c21 | i | i | i | i | i | i | i | i | i | i | i
Nc1nonc1-c1nc2ccccc2n1CC(=O)N/N=C/c1ccc(-c2ccccc2C(=O)O)o1 | i | i | i | i | i | i | i | i | i | i | i
CC(CC(=O)NC1CCCCC1)S(=O)(=O)c1ccc2c(c1)CCN2C(=O)C1CC1 (stereo not given) | i | i | i | i | i | i | i | i | i | i | i
COC(=O)c1cc2ccccc2c(=O)s1 | i | i | i | i | i | i | i | i | i | i | i
COc1ccc(S(=O)(=O)N2CCC(C(=O)NCC3CCCO3)CC2)cc1 (stereo not given) | i | i | i | i | i | i | i | i | i | i | i
O=C(CCCc1nc2ccccc2s1)NCc1ccccc1F | i | i | i | i | i | i | i | i | i | i | i
Cn1c(=O)oc2cc(S(=O)(=O)N3CCCC(C(=O)NCCN4CCOCC4)C3)ccc21 (stereo not given) | · | i | i | · | i | · | · | i | · | · | -4.6*
CCC1(C)Cc2c(sc3nc(SC)nc(N)c23)CO1 (stereo not given) | i | i | i | i | i | i | i | i | i | i | i
C/C(=N\NC(=S)NCCc1ccccc1)c1ccc(O)cc1O | i | 25* | i | i | i | i | i | i | i | i | i
C=CCn1c(SCC(=O)NCC)nc2sc3c(c2c1=O)CCC3 | i | i | i | i | i | i | i | i | i | i | i
O=C(NCc1ccc(F)cc1)C1CCN(C(=O)Nc2ccc(F)cc2)CC1 | i | i | i | i | i | i | i | i | i | i | i
O=C(CSc1nnc(Cc2csc(Nc3cccc(Cl)c3)n2)o1)N1CCc2ccccc21 | i | i | i | i | i | i | i | i | i | i | i
CCNc1ccc(C(=O)OCC)cc1NC(=O)c1cccc(S(=O)(=O)N2CCOCC2)c1 | i | i | i | i | i | i | i | i | i | i | i
NC(=O)c1cc(S(=O)(=O)Nc2ccc(OC(F)(F)F)cc2)cs1 | i | i | i | i | i | i | i | i | i | i | i
N#Cc1ccc(C23CC4(C2)[C@H](CN(Cc2ccc(C(F)(F)F)cc2)[C@@H]4c2ccccc2)C3c2ccc(C(F)(F)F)cc2)cc1 (stereo not given in full) | i | i | i | i | i | i | i | · | i | i | i
CCOc1ccc(NC(=O)CCCN2C(=S)NC(C)(C)CC2C)cc1 (stereo not given) | i | i | i | i | i | i | i | i | i | i | i
